# RAD52 anneal inh: RAD52 DNA annealing inhibitors, primary screen, biochemical, FRET, single point, set 2. recombinant RAD52 DNA annealing, FRET fluorescence. inhibition, % at 18.7 µM. 0.46% of 360,000 active. AID 651710, 2012;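 active = every replicate showing at least 50% inhibition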
# Cneo AK release: Cryptococcus neoformans cell lysis inducers, primary screen, AK release luminescence, single concentration; 0.2% of 360,000 active; lysis activity, % at 15 µM; C. neoformans lysis, adenylate kinase release luminescence, 4 h; normalised: neutral wells 0, clomiphene wells 100;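 active = mean lysis activity across replicates of at least 80%, whatever share of replicates individually reach that level; inactive = mean lysis activity below 80%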
#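 Assay system: log-phase C. neoformans yeast / Quantity: yeast cell density of 5 × 10^6 cells/mL / Medium: fresh YPD growth medium / Compound: single dose / Timing: static 4 h at 37 °C with compound, 1 h detection / Measured by: adenylate kinase release luminescence / Read-out: lysis from increased AK signal / Benchmarks: Clomiphene as positive lysis control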
# E-selectin induc: E-selectin induction in HUVECs, primary screen, imaging, HUVEC, immunofluorescence imaging, single point; AID 686992, 2013; 0.37% of 260,000 active; P16581; activation, % at 7.58 µM; normalized: neutral wells 0, TNF-alpha wells 100;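 active = mean E-selectin-positive cell signal at least 10% of the positive control, reached in at least 60% of replicates, without over 20% cell loss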;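 also: in these data hits start at about 27%; measured in HUVEC primary endothelial cells; signal is the percent of cells scored E-selectin positive by PE staining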
#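 System: HUVEC, human umbilical vein endothelial cells; quantity: 3,000 cells/well; buffer or medium: EGM-2 medium, gelatin-coated wells; dosing: single-point compound dose; detection: immunofluorescence imaging; evaluation: % PE-positive cells; benchmarks: TNF-alpha, DMSO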
# PGC1a acetyl inh: inhibitors of PGC1a acetylation signal, primary screen, cell-based, U2OS, AlphaScreen, inhibitor mode; inhibition, % at 15.6 µM; AlphaScreen anti-acetyl-lysine; with virally co-expressed GCN5 acetyltransferase; 0.17% of 350,000 active;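 active = every replicate shows inhibition of at least 40%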;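 also: 0% = neutral control wells and 100% = positive control wells; some results beyond the cut were filed as inactive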
# ERAP1 HTS inh: human ERAP1 aminopeptidase inhibitors, primary screen, biochemical, single point, plate reader. inhibition, % at 10.7 µM. AID 652197, 2013. recombinant ERAP1, Leu-AMC fluorescence, 60 min. 0.15% of 340,000 active;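 active = mean replicate inhibition of at least 30%, or all replicates individually reaching that 30% level; inactive = mean below 30% and not every replicate reaching it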;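 also: 0% = neutral control wells and 100% = L-leucinethiol positive control wells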
# Target sequence (Q9NZ08 whole entry, looked up): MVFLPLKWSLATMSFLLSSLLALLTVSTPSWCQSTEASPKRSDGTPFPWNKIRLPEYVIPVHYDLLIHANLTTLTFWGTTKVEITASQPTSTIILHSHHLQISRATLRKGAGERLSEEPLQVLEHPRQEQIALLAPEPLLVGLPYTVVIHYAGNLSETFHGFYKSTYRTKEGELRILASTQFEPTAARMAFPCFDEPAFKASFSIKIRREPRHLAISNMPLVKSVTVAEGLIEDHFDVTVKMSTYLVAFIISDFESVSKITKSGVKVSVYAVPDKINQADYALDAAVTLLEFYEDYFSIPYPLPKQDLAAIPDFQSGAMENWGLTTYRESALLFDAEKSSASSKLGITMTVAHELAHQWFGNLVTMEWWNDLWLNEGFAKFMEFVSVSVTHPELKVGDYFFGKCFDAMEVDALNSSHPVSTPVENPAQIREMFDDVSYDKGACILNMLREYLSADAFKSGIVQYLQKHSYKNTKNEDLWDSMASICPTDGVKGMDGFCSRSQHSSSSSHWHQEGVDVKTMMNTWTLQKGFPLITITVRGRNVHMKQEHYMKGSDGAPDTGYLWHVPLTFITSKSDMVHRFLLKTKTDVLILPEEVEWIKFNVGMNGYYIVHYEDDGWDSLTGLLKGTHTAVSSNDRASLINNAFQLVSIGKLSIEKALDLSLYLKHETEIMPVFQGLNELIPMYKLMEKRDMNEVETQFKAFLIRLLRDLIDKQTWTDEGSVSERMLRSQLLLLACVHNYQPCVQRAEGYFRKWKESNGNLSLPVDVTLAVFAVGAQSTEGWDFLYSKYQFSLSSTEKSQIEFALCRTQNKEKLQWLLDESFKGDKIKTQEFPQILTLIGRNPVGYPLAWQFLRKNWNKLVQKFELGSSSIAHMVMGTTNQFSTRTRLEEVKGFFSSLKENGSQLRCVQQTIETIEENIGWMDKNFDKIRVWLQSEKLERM
# RAD54 branch: inhibitors of human RAD54 branch migration, primary screen, biochemical, fluorescence, single point; DNA repair and recombination protein RAD54-like (Homo sapiens), Q92698; RAD54 Holliday junction branch migration, FAM/BHQ fluorescence; inhibition, % at 10.4 µM; 0.14% of 360,000 active;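 active = mean normalized replicate activity at least 40 and at least half of replicates scoring 40 or more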;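 also: 0% = median of neutral control wells and 100% = median of positive control wells; inhibitors cause a drop in the FAM fluorescence signal; in these data hits start at about 50%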
# miR122 inh: miR-122 Renilla sensor signal increase in Huh7, primary screen, miR-122 inhibitor project, cell-based, single point, plate reader; Huh7 miR-122 Renilla luciferase sensor, 48 h; neutral wells = 0, positive control = 100; activation (reporter increase), % at 12.5 µM; 0.3% of 340,000 active; AID 602342, 2012;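 active = mean replicate activation score at least 90 and every replicate individually at or above 90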;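 also: higher luciferase means less miR-122 activity so hits act as miR-122 inhibitors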
# PglD inh: C. jejuni PglD acetyltransferase inhibitors, primary screen, biochemical, DTNB colorimetric, single point; UDP-N-acetylbacillosamine N-acetyltransferase PglD (Campylobacter jejuni); purified PglD enzyme, DTNB colorimetric CoA detection; 0.098% of 360,000 active; inhibition, % at 12.5 µM; AID 602405, 2012; in the data active = inhibition above about 16%, passing the limit was not always enough; also: strong numbers were not always called active
# * = called active by the depositor; i = inactive; . = not tested or not shown; [ ] = remark or other dose.
1. COc1cccc(NC(=O)N2C[C@@H](O)COC[C@@H]3O[C@H](CC(=O)N(C)C)CC[C@H]32)c1
2. c1cc2c(cc1Nc1nc(-c3ccc4c(c3)OCO4)cs1)OCCO2
3. O=C(CCl)Nc1sccc1C(=O)c1ccccc1
4. C[C@H](CO)N1C[C@H](C)[C@H](CN(C)Cc2ccc(Cl)c(Cl)c2)Oc2ccc(NC(=O)Nc3ccccc3)cc2CC1=O
5. CS(=O)(=O)N(C(=O)NC(=O)NC1CCS(=O)(=O)C1)C1CCCCC1 (configuration not stated)
6. CCn1cc(C(=O)NCCC(=O)OC)c(=O)c2cc3c(cc21)OCO3
Assay by compound	1	2	3	4	5	6
RAD52 anneal inh	7	.	-15	0	-11	-10
Cneo AK release	-1	-3	-3	1	-1	-2
E-selectin induc	0.0	.	.	-0.2	.	0.0
PGC1a acetyl inh	3	-12	-15	0	.	-2
ERAP1 HTS inh	-4	.	-2	1	1	2
RAD54 branch	-6	9	7	8	3	-2
miR122 inh	7[16.7 µM]	-1	-6	-27[16.7 µM]	6	-8
PglD inh	-1	0	2	3	-2	-7

7. CC(C)(CCc1ccccn1)C(=O)C(CCc1ccccn1)CCc1ccccn1
8. CN1CCCN(C(=O)c2cc3c(s2)CCCC3)CC1
9. O=C(C1CC1)N1CC[C@@H]2[C@H]1c1cc(-c3cccc(F)c3)ccc1N[C@@H]2CO
10. COc1ccc(S(=O)(=O)N2CCN(C(=O)[C@@H]3CCC(=O)N3C3OC(=O)c4ccccc43)CC2)cc1 (some centres not stated)
11. Cc1cccc(C)c1OCC(=O)Nc1cccc(S(=O)(=O)N2CCCCCC2)c1
12. C[C@@H]1CN([C@H](C)CO)C(=O)c2c(c3ccccc3n2C)-c2ccccc2CO[C@@H]1CN(C)C(=O)[C@H](C)c1ccccc1
Assay by compound	7	8	9	10	11	12
RAD52 anneal inh	-33	-14	.	.	i	11
Cneo AK release	1	0	-8	1	17	.
E-selectin induc	-1.3	-0.4	0.2	.	-0.3	-0.2
PGC1a acetyl inh	-5	.	-4	.	-12	-133
ERAP1 HTS inh	-1	-2	.	.	-2	-5
RAD54 branch	-2	-6	-3	-3	-15	.
miR122 inh	-5	-4	9[16.7 µM]	-20	4	.
PglD inh	2	0	2	-1	-1	.

13. COc1ccccc1OCc1nnc(SCC(=O)NCc2ccco2)n1Cc1ccco1
14. COc1ccc(CC(NC(C)=O)C(=O)NC2CCN(c3c4c(nc5ncnn35)CCC4)CC2)cc1 (configuration not stated)
15. Cc1nnc(N(C)C(=O)c2ccncc2)s1
16. Cc1[nH]c2ccccc2c1C(=O)CNc1nccs1
17. COc1ccc(CN2C(=O)c3ccccc3C2=O)cc1C(=O)Nc1ccc(C)cc1C
18. C[C@H](CO)N1C[C@H](C)[C@@H](CN(C)C(=O)Nc2cccc3ccccc23)Oc2ccc(NC(=O)Nc3ccc(F)cc3)cc2C1=O
Assay by compound	13	14	15	16	17	18
RAD52 anneal inh	.	.	-15	.	-11	-15
Cneo AK release	-1	2	0	1	-1	3
E-selectin induc	.	.	-1.0	.	.	-0.1
PGC1a acetyl inh	-1	-1	-3	6	.	-6
ERAP1 HTS inh	.	.	3	.	-1	3
RAD54 branch	-2	-9	-2	13	-8	-2
miR122 inh	-8	0	-2	3	8	0[16.7 µM]
PglD inh	1	4	3	2	-1	3

19. CN1C[C@@H](CO)O[C@@H](n2cnc3c(N4CCN(CCO)CC4)ncnc32)C1
20. S=C(NC1CCCCC1)N1CCN(Cc2ccccc2)CC1
21. N#Cc1ccc(-c2ccc(F)cc2)nc1Sc1ccc(F)cc1
22. COC(=O)COc1cccc2c(=O)n(CC(=O)NCCc3ccccc3)ccc12
23. C[C@H]1CCCCO[C@@H](CN(C)Cc2ccc(C(F)(F)F)cc2)[C@@H](C)CN([C@@H](C)CO)C(=O)c2cc(NC(=O)Nc3ccc(F)cc3)ccc2O1
24. CCSc1nnc(NC(=O)CCN2C(=O)C3CCCCC3C2=O)s1 (configuration not stated)
Assay by compound	19	20	21	22	23	24
RAD52 anneal inh	-6	-6	.	-11	-28	-2
Cneo AK release	0	.	-1	3	-1	3
E-selectin induc	0.0	-1.7	.	0.1	.	.
PGC1a acetyl inh	11	.	-12	2	-4	0
ERAP1 HTS inh	-6	2	.	3	3	4
RAD54 branch	-1	.	1	-1	18	-5
miR122 inh	1	-5	2	-2	-4[16.7 µM]	.
PglD inh	-5	.	1	-2	-3	-4

25. O=C(NC(Cc1c[nH]c2ccccc12)C(=O)N1CCOCC1)c1cccs1 (configuration not stated)
26. CCN(CC)C(=O)Cn1cc(S(=O)(=O)CC(=O)Nc2ccc(C(N)=O)cc2)c2ccccc21
27. C[C@H](CO)N1C[C@H](C)[C@H](CN(C)CC2CCCCC2)OCCCC[C@H](C)Oc2ccc(NS(C)(=O)=O)cc2C1=O
28. C[C@@H]1CCCCO[C@H](CN(C)CC2CC2)[C@H](C)CN([C@H](C)CO)C(=O)c2cc(NC(=O)c3ccccc3)ccc2O1
29. Cn1cc(S(=O)(=O)N2CCCC2)cc1C(=O)Nc1cccc(C(F)(F)F)c1
30. NC(=O)CC(NC(=O)c1ccccc1)c1ccc(N2CCC(N3CCCC3)CC2)c([N+](=O)[O-])c1 (configuration not stated)
Assay by compound	25	26	27	28	29	30
RAD52 anneal inh	-22	-4	-7	46	1	-11
Cneo AK release	3	0	-3	7	-17	-1
E-selectin induc	.	-0.7	1.3	-0.2	.	0.2
PGC1a acetyl inh	10	.	7	13	-1	13
ERAP1 HTS inh	4	1	-1	0	1	-4
RAD54 branch	0	22	0	12	3	0
miR122 inh	1	.	-5[16.7 µM]	-5[16.7 µM]	3	4
PglD inh	-9	-5	1	3	0	5

31. O=C(Nc1ccc(N2CCCC2)cc1)c1ccc(Br)o1
32. CCCC(=O)Nc1nc(C)c(-c2csc(Nc3ccccc3C)n2)s1
33. C[C@H](CO)N1C[C@H](C)[C@@H](CN(C)S(=O)(=O)c2cccs2)Oc2ccc(NS(=O)(=O)c3ccc(Cl)cc3)cc2C1=O
34. CC(=O)C1=C(C)NC(=S)NC1c1cccc([N+](=O)[O-])c1 (configuration not stated)
35. O=C(Nc1nc2ccc(Cl)cc2s1)c1ccc(N2CCCCC2)c([N+](=O)[O-])c1
36. Cc1occc1-c1nnc(-c2cc([N+](=O)[O-])cc([N+](=O)[O-])c2)o1
Assay by compound	31	32	33	34	35	36
RAD52 anneal inh	.	-7	-10	-18	-13	-11
Cneo AK release	1	9	55	.	2	.
E-selectin induc	.	-0.1	1.3	-0.1	.	.
PGC1a acetyl inh	-9	.	-8	6	.	-2
ERAP1 HTS inh	.	2	4	3	5	1
RAD54 branch	-12	3	3	.	7	.
miR122 inh	-2	.	15[16.7 µM]	.	8	-1
PglD inh	0	5	3	.	2	.

# Whole records from above.
# Listed for C[C@H](CO)N1C[C@H](C)[C@@H](CN(C)S(=O)(=O)c2cccs2)Oc2ccc(NS(=O)(=O)c3ccc(Cl)cc3)cc2C1=O = RAD52 anneal inh: -10; Cneo AK release: 55; E-selectin induc: 1.3; PGC1a acetyl inh: -8; ERAP1 HTS inh: 4; RAD54 branch: 3; miR122 inh: 15[16.7 µM]; PglD inh: 3
# Listed for CCCC(=O)Nc1nc(C)c(-c2csc(Nc3ccccc3C)n2)s1 = RAD52 anneal inh: -7; Cneo AK release: 9; E-selectin induc: -0.1; PGC1a acetyl inh: .; ERAP1 HTS inh: 2; RAD54 branch: 3; miR122 inh: .; PglD inh: 5

# The results go on:
37. COc1ccc(OC)c(S(=O)(=O)n2ccc(C)n2)c1
38. CCCN(C(=O)C(NC(=O)c1ccccc1)C(C)C)c1c(N)n(Cc2ccccc2)c(=O)[nH]c1=O (configuration not stated)
39. NS(=O)(=O)c1ccc(CCNS(=O)(=O)c2cccc(C(=O)O)c2)cc1
40. Cc1cccc(NC(=S)NC2CC3CCCC(C2)N3CC(C)C)c1 (configuration not stated)
41. O=C(CN1CCOCC1)NCC[C@@H]1CC[C@H](NC(=O)Nc2ccccc2)[C@H](CO)O1
42. CCN(CC(=O)Nc1c(F)cccc1F)C(=O)c1cccc(S(=O)(=O)N2CCN(c3ccccc3)CC2)c1
Assay by compound	37	38	39	40	41	42
RAD52 anneal inh	-6	-4	-13	.	0	-11
Cneo AK release	5	0	-1	-1	1	1
E-selectin induc	.	-1.2	3.5	.	-0.1	.
PGC1a acetyl inh	14	.	11	1	8	.
ERAP1 HTS inh	2	5	-8	.	3	3
RAD54 branch	6	-8	-3	2	7	-1
miR122 inh	-6	.	2	-4	.	3
PglD inh	-1	-3	2	2	1	-3

43. Cc1cccnc1NC(=O)Nc1cccc2ccccc12
44. CS(=O)(=O)N(Cc1nnc(-c2cccs2)o1)c1ccc(Cl)cc1F
45. COc1ccc(NC(=O)NNC(=O)COc2ccc3ccccc3c2)cc1
46. COc1ccccc1CNC(=O)C[C@H]1C=C[C@@H](NC(C)=O)[C@H](CO)O1
47. O=C(C[C@H]1CC[C@H]2[C@@H](COC[C@H](O)CN2CC2CCCC2)O1)NCC1CC1
48. CCOC(=O)C1(C)CCCN(C(=O)c2ccc(OC)c(OC)c2)C1 (configuration not stated)
49. COCCNC(=O)c1cccc(OC2CCN(C(C)COc3ccccc3)CC2)c1 (configuration not stated)
Assay by compound	43	44	45	46	47	48	49
RAD52 anneal inh	.	.	-9	-8	-6	-7	-33
Cneo AK release	-1	2	-4	0	.	0	-1
E-selectin induc	.	.	0.0	0.0	-0.1	1.1	.
PGC1a acetyl inh	-12	-7	.	-4	-2	.	-3
ERAP1 HTS inh	.	.	-5	1	-7	0	-2
RAD54 branch	-9	4	7	5	.	-2	4
miR122 inh	0	-1	.	.	.	-3	0
PglD inh	0	-1	5	-1	.	3	-2

# Filtered by structure: those above containing fluorine
9. O=C(C1CC1)N1CC[C@@H]2[C@H]1c1cc(-c3cccc(F)c3)ccc1N[C@@H]2CO
18. C[C@H](CO)N1C[C@H](C)[C@@H](CN(C)C(=O)Nc2cccc3ccccc23)Oc2ccc(NC(=O)Nc3ccc(F)cc3)cc2C1=O
21. N#Cc1ccc(-c2ccc(F)cc2)nc1Sc1ccc(F)cc1
23. C[C@H]1CCCCO[C@@H](CN(C)Cc2ccc(C(F)(F)F)cc2)[C@@H](C)CN([C@@H](C)CO)C(=O)c2cc(NC(=O)Nc3ccc(F)cc3)ccc2O1
29. Cn1cc(S(=O)(=O)N2CCCC2)cc1C(=O)Nc1cccc(C(F)(F)F)c1
42. CCN(CC(=O)Nc1c(F)cccc1F)C(=O)c1cccc(S(=O)(=O)N2CCN(c3ccccc3)CC2)c1
44. CS(=O)(=O)N(Cc1nnc(-c2cccs2)o1)c1ccc(Cl)cc1F
Assay by compound	9	18	21	23	29	42	44
RAD52 anneal inh	.	-15	.	-28	1	-11	.
Cneo AK release	-8	3	-1	-1	-17	1	2
E-selectin induc	0.2	-0.1	.	.	.	.	.
PGC1a acetyl inh	-4	-6	-12	-4	-1	.	-7
ERAP1 HTS inh	.	3	.	3	1	3	.
RAD54 branch	-3	-2	1	18	3	-1	4
miR122 inh	9[16.7 µM]	0[16.7 µM]	2	-4[16.7 µM]	3	3	-1
PglD inh	2	3	1	-3	0	-3	-1

# An unsorted share of the library. Share with any hit: about 1.4%.
